TbMetRS inhib – blocks T. brucei methionyl-tRNA synthetase activity. purified T. brucei MetRS, ATP depletion, Kinase-Glo luminescence. inhibition, % at 11.9 µM. 0.4% of 360,000 active. AID 624268;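 active = inhibition above a per-plate cutoff of the control wells' mean inhibition plus 3 SD, cut at about 5.5% in these data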;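 note: 0% = DMSO wells median and 100% = median of wells with control inhibitor compound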
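Test system – parasite MetRS enzyme · Reagent – substrates ATP, L-methionine and bulk Escherichia coli tRNA · Doses – 11.9 µM compound single dose, 0.9% DMSO · Times – 15 min enzyme-compound preincubation, 2 h reaction, 10 min detection, 25 °C · Signal – Kinase-Glo luminescence, ATP depletion format · Controls – DMSO-only wells as low control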
FAS TE block – inhibitors of human fatty acid synthase thioesterase domain | P49327 | recombinant FAS-TE, OMFH fluorogenic substrate, fluorescence endpoint | inhibition, % at 15 µM | 0.67% of 360,000 active | AID 602261;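 active = compounds whose normalised, plate-corrected inhibition of enzyme fluorescence in the single-dose primary screen is 50% or more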;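 note: 0% = DMSO with enzyme and 100% = substrate without enzyme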
MT1-MMP act inh – MT1-MMP (human) activation inhibition; AID 651647; 0.061% of 360,000 active; GFP/RFP ratio change, % at 20 µM; P50281; HT1080 RFP-PRO-GFP cells, GFP/RFP ratio fluorescence, overnight; percent of plate control window, DMSO zero;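 active = GFP/RFP ratio change of at least 30% with cell ATP level not reduced by more than half and red fluorescence within 50% of control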; note: strong numbers were not always called active
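Read-out: GFP/RFP fluorescence ratio; Test system: RFP-PRO-GFP reporter HT1080 cells; Compound dosing: single-point 20 µM compound, 1% DMSO; Times: overnight compound exposure at 37 °C.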
eLon inh – E. coli protease La inhibition | P0A9M0 | purified E. coli Lon protease, fluorescence polarization | inhibition, % at 7.94 µM | 0.42% of 360,000 active; in the data active = inhibition above about 13%, passing the limit was not always enough;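 note: 0% = enzyme with probe and DMSO and 100% = no enzyme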
MsrA inh – bovine MsrA inhibition | purified bovine MsrA, absorbance read-out | inhibition, % at 15.5 µM | 0.75% of 360,000 active | AID 651718; in the data active = inhibition above about 4.5%;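 note: 0% = vehicle wells with enzyme and 100% = reference inhibitor wells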
PABP1 MLLE inh – blocks PAM2 peptide binding to the PABP1 MLLE domain | P11940 | GST-MLLE / FITC-PAM2 fluorescence polarization | inhibition, % at 20 µM | 0.36% of 360,000 active | AID 588489; in the data active = inhibition above about 35%, passing the limit was not always enough;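 note: plate controls were DMSO wells with GST-MLLE for no effect and wells lacking GST-MLLE protein for full effect; some results filed as inactive read as strong as hits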
CendR NRP1 mod – modulators of CendR peptide binding to human neuropilin-1. O14786. FAM-RPARPAR peptide binding to NRP-1, fluorescence polarization. inhibition, % at 25 µM. 0.85% of 360,000 active. AID 602438;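 active = inhibition or corrected inhibition above about 18%, plus a signal ratio from 0.5 to 1.5, limit read from the data, passing the limit was not always enough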; note: strong numbers were not always called active
Target sequence (O14786 whole entry, looked up): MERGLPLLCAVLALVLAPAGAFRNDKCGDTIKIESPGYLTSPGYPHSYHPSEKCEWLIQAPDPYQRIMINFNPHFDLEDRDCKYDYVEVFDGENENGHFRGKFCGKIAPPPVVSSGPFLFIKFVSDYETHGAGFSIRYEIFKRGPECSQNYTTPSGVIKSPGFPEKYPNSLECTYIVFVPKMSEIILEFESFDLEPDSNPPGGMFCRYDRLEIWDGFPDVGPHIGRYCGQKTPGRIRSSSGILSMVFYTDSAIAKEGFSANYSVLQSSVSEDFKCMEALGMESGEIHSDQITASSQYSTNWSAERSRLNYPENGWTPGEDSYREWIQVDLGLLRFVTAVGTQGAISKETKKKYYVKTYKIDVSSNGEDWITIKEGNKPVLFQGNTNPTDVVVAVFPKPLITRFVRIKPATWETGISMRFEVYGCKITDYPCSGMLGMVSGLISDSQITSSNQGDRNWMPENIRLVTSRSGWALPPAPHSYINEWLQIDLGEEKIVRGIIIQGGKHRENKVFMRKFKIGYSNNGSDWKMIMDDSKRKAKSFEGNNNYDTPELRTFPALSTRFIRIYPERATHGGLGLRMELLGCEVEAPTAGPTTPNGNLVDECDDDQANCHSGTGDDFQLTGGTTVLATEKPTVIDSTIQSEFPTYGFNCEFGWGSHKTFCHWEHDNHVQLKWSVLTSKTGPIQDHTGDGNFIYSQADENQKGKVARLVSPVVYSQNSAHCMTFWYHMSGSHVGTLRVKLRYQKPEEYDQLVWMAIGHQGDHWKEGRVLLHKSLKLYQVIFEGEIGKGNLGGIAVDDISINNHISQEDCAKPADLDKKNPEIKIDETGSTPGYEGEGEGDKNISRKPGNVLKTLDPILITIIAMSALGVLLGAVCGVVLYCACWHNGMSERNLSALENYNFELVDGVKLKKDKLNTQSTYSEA
SKN-1 block – C. elegans SKN-1 inhibition; C. elegans VP596 Pgst-4::GFP/RFP ratio, acrylamide-induced, 24 h; inhibition, % at 21.8 µM; 0.49% of 360,000 active;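 active = interference check ratio from 0.5 to 1.5 plus GFP to RFP signal ratio inhibition reaching or exceeding a fixed threshold, cut at about 30% in these data, passing the limit was not always enough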; note: some compounds called inactive have numbers as strong as hits
bovine MsrA act – activators of bovine methionine sulfoxide reductase A; 0.3% of 360,000 active; purified bovine MsrA, absorbance read-out; activation, % at 10.6 µM; in the data active = activation above about 7.5%;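 note: 0% = vehicle and 100% = reference activator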
Numbers without * were called inactive; / = no result given. Only part of the results is shown. The share of hits here may be higher or lower than overall.

SMILES | TbMetRS inhib | FAS TE block | MT1-MMP act inh | eLon inh | MsrA inh | PABP1 MLLE inh | CendR NRP1 mod | SKN-1 block | bovine MsrA act
O=C1CCN(C(=O)Cc2ccccc2[N+](=O)[O-])CC1 | -0.2 | -3 | -3 | -4 | 0.3 | 6 | 8 | 4 | 0
CP(C)(=O)CCC(=O)O | -0.9 | -8 | -2 | -7 | 0.6 | -1 | 9 | 18 | -2
CCC(C)N1C(=O)/C(=C/c2ccc3c(c2)CCN3CCCCl)C(=O)NC1=S (configuration not stated) | 0.2 | 2 | -3 | -62 | 2.2 | -68 | -79 | 27 | -5
CC(Cc1ccccc1)NC(=O)/C=C/C(=O)O (configuration not stated) | -0.7 | -9 | 0 | -1 | -1.2 | -9 | -8 | 3 | -1
C/C(=N\NC(=S)Nc1ccccc1)c1c(O)n(C)c(=O)n(C)c1=O | -0.3 | 7 | 1 | -9 | -0.1 | -52 | 0 | 6 | 0
O=c1[nH]c2ccccc2n1C1CCN(C(c2nnnn2C2CCCCC2)C2CC2)CC1 (configuration not stated) | -0.1 | 4 | -2 | -14 | 0.9 | -7 | 2 | 20 | -4
Cc1cc(NC(=O)CCl)no1 | -1.1 | -10 | -9 | -5 | -0.1 | -6 | -4 | -10 | -9
CN1CCN(c2nc(Cl)ncc2F)CC1 | -0.3 | -6 | -3 | -13 | -1.2 | 3 | -10 | -12 | 4
Cn1c(O)c(C=NC2CCCCC2)c(=O)[nH]c1=S | -0.6 | 4 | 2 | -2 | 1.8 | -13 | -3 | -2 | 0
CN(Cc1ccccc1)C(=C(Cl)Cl)/C(=C1/NCCN1Cc1ccc(Cl)nc1)[N+](=O)[O-] | -0.5 | -2 | 3 | -5 | 1.3 | -43 | -5 | 4 | -4
C#C[C@@]1(O)CCC2C3CCC4=C/C(=N/OCC(=O)NC(CCC(N)=O)C(=O)O)CC[C@]4(C)C3CC[C@@]21C (some centres not stated) | -0.5 | -5 | -1 | -1 | 0.4 | -6 | -1 | 18 | -2
C=CCn1c(O)c(C(C)=NCCCn2ccnc2)c(=O)[nH]c1=O | -0.4 | -5 | 2 | -2 | 0.2 | 11 | -13 | -2 | -3
CC(C)c1cc(Br)c(NC(=O)Nc2cccnc2)c(Br)c1 | 0.0 | -2 | 4 | -1 | -0.6 | 2 | -7 | 7 | -4
Cc1cc(=O)[nH]c(CCl)n1 | -0.8 | -5 | 3 | -7 | 0.8 | -7 | 18 | 0 | -3
N#CCCn1cc(C(=O)Nc2ccc(F)cc2)c(-c2ccccc2)n1 | -0.7 | -5 | 0 | -4 | 0.1 | -11 | 0 | 1 | -3
CC1CN1P1(=O)OCC(C)([N+](=O)[O-])CO1 (configuration not stated) | -0.1 | -3 | -1 | -4 | 0.1 | -1 | 4 | -36 | -9
COC(=O)C12CCc3c(ccc4cc(OC)ccc34)C1=CC(=O)C2 (configuration not stated) | -0.2 | 0 | 7 | -5 | 3.5 | 16 | 6 | -1 | -7
O=C1NC(=O)N(Cc2ccccc2Cl)C(=O)/C1=C/N1CCOCC1 | -0.5 | -10 | -26 | -60 | 0.9 | -60 | -126 | -6 | -3
O=c1[nH]c(=O)n(Cc2ccccc2)c(O)c1/C=N/NCCO | 0.0 | -3 | -11 | -74 | 1.0 | -68 | -62 | 5 | -5
COc1ccc2ccc(O)c(CN3CC=C(c4ccccc4)CC3)c2c1 | 0.4 | 3 | -4 | -4 | 1.0 | 6 | -5 | -13 | -2
CCOC(=O)C1=C(C)N(C)C2(C)CC1c1ccccc1O2 (configuration not stated) | -1.4 | 0 | -9 | 5 | 0.0 | -4 | 12 | -10 | -7
CC1=C2C3OC(=O)C(C)C3CC[C@@]2(C)C=CC1=O (some centres not stated) | -1.0 | -3 | -2 | -11 | -1.4 | 5 | -3 | 3 | -2
CC(CC(C)(C)N1CC1)=NO | -0.2 | -5 | 0 | -2 | -0.5 | -17 | -12 | 5 | -2
CC=C(CC)C1(CC)C(=O)NC(=S)NC1=O | -0.5 | -6 | 3 | 4 | -1.3 | 8 | 10 | -3 | 1
CC1(C)C(c2ccccc2)=NC(c2cccnc2)=[N+]1[O-] | -0.7 | -8 | 3 | -4 | 2.6 | -15 | -9 | 13 | 3
CCCNC(=O)N1[C@H]2CC[C@@H]1C(C(=O)OC)=C(c1ccc(-c3ccccc3)c(F)c1)C2 | -0.1 | 7 | -7 | 2 | 0.1 | 9 | 10 | 2 | 0
CC(C)Cc1nnc(NC(=O)CCC(=O)N2CCC3(CC2)OCCO3)s1 | -0.5 | -6 | 6 | -8 | -1.6 | 38 | -7 | 17 | -3
CCN(CC)CCCN=Cc1c(O)n(-c2cccc(C)c2C)c(=O)[nH]c1=O | -0.3 | -5 | 19 | -11 | -0.2 | 1 | -10 | -16 | -2
CCOC(=O)C(=O)NC1CCSC1=O (configuration not stated) | -0.8 | -7 | 5 | -3 | -0.6 | -4 | 14 | -7 | -3
N/C(=N\[N+](=O)[O-])N1CCN(C(=O)c2ccccn2)CC1 | -0.6 | 2 | 9 | -2 | 0.8 | -9 | -11 | 21 | -4
COC(=O)C1=C(c2c(C)noc2C)C[C@@H]2CC[C@H]1N2C(=O)N1CCCCC1 | -0.2 | -3 | 4 | 1 | -0.1 | 2 | 15 | 27 | -1
c1cc2c(cc1CCNC1CCCCCC1)OCO2 | -0.5 | -11 | 2 | -8 | -0.6 | -11 | -11 | 10 | -2
O=c1[nH]c(=S)n(-c2ccccc2)c(O)c1/C=N/N1CCCCC1c1cccnc1 (configuration not stated) | 0.0 | -8 | -6 | -53 | 3.7 | -102 | -191 | 41* | -4
CC12CCCCC1N(O)CN2O (configuration not stated) | -0.3 | 1 | 7 | 2 | 0.5 | 1 | 23* | 1 | 0
Clc1ccccc1CN1CCN(c2ccccc2)CC1 | 0.6 | 5 | -1 | -13 | 0.1 | -10 | 12 | 6 | -4
C[C@]12CCC3C(CC[C@H]4C[C@@H](O)CC[C@]34C)C1C[C@@H](O)[C@]2(C)O (some centres not stated) | -0.2 | -6 | -1 | 1 | 0.0 | -16 | 28* | 6 | -2
CCCCc1nc2ccccc2c(=O)n1-c1ccccc1O | -0.9 | -4 | -2 | 6 | 0.5 | -1 | 1 | -9 | -6
Cc1ccc(-n2c(O)c(C=NCCC3=CCCCC3)c(=O)[nH]c2=O)cc1 | 0.1 | 0 | -2 | 1 | -0.3 | -9 | 4 | 6 | -2
CC(=O)OC1CCC2(C)C(CCC3C4CC(N5CC5)C(C(C)=O)C4(C)CC(=O)C32)C1 (configuration not stated) | -0.6 | -2 | 2 | -22 | -0.3 | -5 | -3 | 0 | -9
COc1cc(C(=O)Nc2ccc(Br)cc2C(=O)c2ccccc2Cl)cc(OC)c1OC | -0.2 | 23 | -7 | 9 | 0.1 | -7 | -11 | -1 | -3
O=C(NC(=S)N1C[C@H]2C[C@H](C1)c1cccc(=O)n1C2)c1ccc(Cl)cc1 | -0.3 | -8 | 0 | 0 | 0.5 | 42* | 2 | 10 | -8
COc1ccc(OCC(=O)Nc2ccc(Cl)cc2C(=O)c2ccccc2)cc1 | -1.9 | 5 | / | -5 | 0.8 | -2 | -3 | -20 | -12
COC(=O)[C@@H]1N=C(c2ccc(OC)cc2)O[C@]12C(=O)N(C)c1cccc(Cl)c12 | 0.0 | -9 | 4 | 6 | -0.8 | / | -4 | 7 | -2
OC[C@H]1O[C@@H](n2cnc3cc(Cl)c(Cl)cc32)[C@H](O)[C@@H]1O | 0.1 | 0 | -12 | 1 | 1.1 | 2 | -10 | -12 | -1
N[C@@H]1C[C@H]1c1ccccc1 | -0.4 | -5 | 1 | -4 | 0.0 | -3 | 1 | 7 | -1
Cc1nn(C)c(C)c1P(=S)(c1c(C)nn(C)c1C)N(C)C | 0.2 | -7 | -5 | -1 | -0.4 | 25 | -1 | 8 | -2
O=Cc1cn(Cc2ccc(F)cc2Cl)c2ccccc12 | 0.3 | 13 | -4 | -2 | -0.4 | -12 | -4 | 9 | 5
CCc1ccccc1NC(=O)CNCc1ccccc1 | -0.5 | 2 | -4 | 0 | 0.4 | 3 | 18 | 11 | -1
CC(=O)NCC(=O)Nc1ccc(Br)cc1C(=O)c1ccccc1 | -0.5 | 0 | 0 | -1 | -1.1 | -2 | -6 | 7 | -5
CCC(C)C1N=C(c2ccccc2)c2cc(Cl)ccc2N(CC(=O)NCc2ccco2)C1=O (configuration not stated) | 0.1 | -8 | 2 | 11 | 0.1 | -3 | 0 | -7 | 0
NCC(=O)c1ccccc1 | 0.0 | -4 | -2 | -5 | 1.1 | -3 | -1 | 98 | -1
CC(=O)OC1C2(CC3N4C(=O)C5(CO)SSC4(CC31O)C(=O)N5C)OC(C)C(C)(C)C2=O (configuration not stated) | -0.5 | -6 | -40 | -12 | / | 27 | 23 | 13 | -1
CCOc1ccccc1-n1c(O)c(C=Nc2ccc(N(CC)CC)cc2)c(=O)[nH]c1=O | -0.8 | -39 | -14 | -54 | 0.3 | -121 | -75 | 9 | 0
CC(C)(C)NC(=O)CN1CCCN(C(=O)COc2ccc(Cl)c3ccccc23)CC1 | -0.2 | 2 | 3 | -3 | 0.9 | 12 | 14 | -4 | -2
Cc1cccc(NC(=O)COC(=O)c2cc(C)n(C3CC3)c2C)c1 | 0.1 | 12 | -5 | 8 | 1.9 | -40 | -3 | 3 | -2
Cn1c(O)c(C=NCCc2c[nH]c3ccccc23)c(=O)n(C)c1=O | -0.9 | -7 | 2 | -2 | 0.5 | 9 | 0 | 5 | -6
CC(C(=O)c1c[nH]c2ccccc12)N1CCOCC1 (configuration not stated) | 0.7 | -6 | -1 | 5 | 0.2 | 2 | 1 | -14 | -4
Cn1cc(C(=O)N2CCC3(CC2)OCCO3)c2c3ccccc3n(C)c2c1=O | -0.2 | -5 | 2 | 0 | 3.1 | -10 | 6 | 14 | 1
CN(C)CCN=Cc1c(O)n(CCC2=CCCCC2)c(=O)[nH]c1=O | -1.0 | -9 | 12 | -2 | -1.2 | -5 | -14 | -2 | -11
O=c1c2ccccc2nc(CNCC2CCCO2)n1-c1ccc(F)cc1 (configuration not stated) | 2.1 | -1 | 3 | -8 | -1.1 | 6 | -17 | 0 | -2
CC(C(=O)c1ccc(Cl)cc1Cl)n1cncn1 (configuration not stated) | -0.1 | -1 | 1 | -8 | -1.6 | 6 | 7 | 6 | 3
COc1ccc(NC(=O)c2cn(CCC#N)nc2-c2ccccc2)cc1 | -1.4 | -10 | 7 | 2 | -0.9 | -6 | 1 | 5 | -12
Cc1ccsc1C(=O)C1CCCN(Cc2ccn[nH]2)C1 (configuration not stated) | -0.1 | -3 | -2 | -7 | -0.4 | 0 | 8 | 1 | -3

One compound at a time, as listed above. Values in the order: TbMetRS inhib | FAS TE block | MT1-MMP act inh | eLon inh | MsrA inh | PABP1 MLLE inh | CendR NRP1 mod | SKN-1 block | bovine MsrA act
`CCOc1ccccc1-n1c(O)c(C=Nc2ccc(N(CC)CC)cc2)c(=O)[nH]c1=O` is listed with -0.8 | -39 | -14 | -54 | 0.3 | -121 | -75 | 9 | 0
`Cn1c(O)c(C=NCCc2c[nH]c3ccccc23)c(=O)n(C)c1=O` is listed with -0.9 | -7 | 2 | -2 | 0.5 | 9 | 0 | 5 | -6
`CN(C)CCN=Cc1c(O)n(CCC2=CCCCC2)c(=O)[nH]c1=O` is listed with -1.0 | -9 | 12 | -2 | -1.2 | -5 | -14 | -2 | -11
